Screens (PubChem BioAssay)
SUMO1 PPI mod – modulators of human SUMO1-mediated protein-protein interactions. SUMO1 binding to a labelled peptide, TR-FRET, 1 h. inhibition, % at 20 µM. 0.33% of 360,000 active; in the data active = inhibition above about 37%
STEP inh – blocks human striatal-enriched tyrosine phosphatase; P54829; recombinant STEP, OMFP fluorogenic substrate, fluorescence; inhibition, % at 20 µM; 0.25% of 360,000 active; AID 588621;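 active = inhibition at 20 µM, scaled per plate between control wells, above about 37%, limit read from the data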;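 note: 0% = DMSO with enzyme and substrate and 100% = substrate only without enzyme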
Target sequence (P54829 whole entry, looked up): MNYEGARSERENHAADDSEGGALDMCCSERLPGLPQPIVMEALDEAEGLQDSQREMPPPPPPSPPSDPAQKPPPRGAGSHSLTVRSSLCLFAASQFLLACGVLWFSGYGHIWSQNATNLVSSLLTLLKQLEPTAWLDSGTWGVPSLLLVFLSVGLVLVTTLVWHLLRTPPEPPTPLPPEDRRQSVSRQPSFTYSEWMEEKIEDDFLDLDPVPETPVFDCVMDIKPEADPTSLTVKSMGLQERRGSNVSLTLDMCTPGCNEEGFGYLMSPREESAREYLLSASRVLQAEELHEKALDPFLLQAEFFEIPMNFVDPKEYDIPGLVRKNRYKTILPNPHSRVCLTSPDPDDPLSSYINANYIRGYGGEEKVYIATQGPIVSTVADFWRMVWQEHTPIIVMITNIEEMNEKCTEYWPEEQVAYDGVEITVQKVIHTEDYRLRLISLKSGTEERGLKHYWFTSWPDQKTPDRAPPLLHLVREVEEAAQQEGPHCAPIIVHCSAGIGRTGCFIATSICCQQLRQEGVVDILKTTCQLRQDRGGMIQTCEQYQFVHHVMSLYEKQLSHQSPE
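Material: STEP (striatal-enriched tyrosine phosphatase) enzyme, cell-free | Medium: 50 mM Bis-Tris pH 6.0 with 2.5 mM DTT and 0.005% Tween 20 | Read-out: Percent inhibition scaled to no-enzyme and uninhibited-enzyme controls, plate-pattern corrected | Signal: Fluorescence read at 480 nm ex / 540 nm em | Times: 20 min reaction, room temperature, in the dark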
Neddyl block – blocks human cullin neddylation; 0.58% of 360,000 active; P61081+Q13564; AID 651699; calls only at 25 µM; TR-FRET cullin neddylation, biochemical; in the data active = inhibition above about 36%
LMPTP inh – LMPTP (human) inhibition | AID 651560 | recombinant LMPTP-A, OMFP fluorogenic substrate, fluorescence intensity | 0.22% of 360,000 active | inhibition, % at 20 µM | P24666;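 active = compounds that cut the enzyme signal by at least half of the control window in the single-dose screen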;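 note: plate controls were DMSO wells with enzyme plus substrate for no effect and substrate without enzyme for full effect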
Target sequence (P24666 whole entry, looked up): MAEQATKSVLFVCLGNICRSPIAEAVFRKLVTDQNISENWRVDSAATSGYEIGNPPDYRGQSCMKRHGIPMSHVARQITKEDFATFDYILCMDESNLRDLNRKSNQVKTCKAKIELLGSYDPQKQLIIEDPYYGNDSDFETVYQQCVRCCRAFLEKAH
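Assay system: LMPTP-A enzyme. Input: 0.625 nM LMPTP-A final. Probe or stimulus: 400 µM OMFP. Compound dosing: single 20 µM dose. Schedule: 50 min dark incubation at room temperature. Detection: fluorescence intensity of OMFP turnover product. Read-out: percent inhibition versus substrate-only and uninhibited controls. Benchmarks: no-enzyme low control, uninhibited high control.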
SKN-1 inh – inhibitors of C. elegans SKN-1. C. elegans VP596 Pgst-4::GFP/RFP ratio, acrylamide-induced, 24 h. 0.49% of 360,000 active. inhibition, % at 21.8 µM;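 active = interference check ratio from 0.5 to 1.5 plus GFP to RFP signal ratio inhibition reaching or exceeding a fixed threshold, cut at about 30% in these data, passing the limit was not always enough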; note: some compounds called inactive have numbers as strong as hits
NRP1-CendR mod – modulators of CendR peptide binding to human neuropilin-1; O14786; FAM-RPARPAR peptide binding to NRP-1, fluorescence polarization; inhibition, % at 25 µM; 0.85% of 360,000 active; AID 602438;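 active = inhibition or corrected inhibition above about 18%, plus a signal ratio from 0.5 to 1.5, limit read from the data, passing the limit was not always enough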; note: strong numbers were not always called active
Tb MetRS inh – blocks T. brucei methionyl-tRNA synthetase activity; inhibition, % at 11.9 µM; 0.4% of 360,000 active; purified T. brucei MetRS, ATP depletion, Kinase-Glo luminescence;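 active = inhibition above a per-plate cutoff of the control wells' mean inhibition plus 3 SD, cut at about 5.5% in these data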;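 note: 0% = DMSO wells median and 100% = median of wells with control inhibitor compound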
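Test system – parasite MetRS enzyme · Reagent – substrates ATP, L-methionine and bulk Escherichia coli tRNA · Doses – 11.9 µM compound single dose, 0.9% DMSO · Times – 15 min enzyme-compound preincubation, 2 h reaction, 10 min detection, 25 °C · Signal – Kinase-Glo luminescence, ATP depletion format · Controls – DMSO-only wells as low control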
NadD inh – NadD (S. aureus) enzyme inhibition; inhibition, % at 20 µM; 0.78% of 360,000 active; purified NadD enzyme, colorimetric absorbance read-out; in the data active = inhibition above about 26%; note: some compounds past the cut are filed as inactive
Scp1 inh – blocks human Scp-1 phosphatase activity. inhibition, % at 20 µM. Recombinant Scp1, phosphopeptide, malachite green phosphate absorbance. 0.88% of 340,000 active. AID 493091;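 active = inhibition above about 50% at 20 µM, limit read from the data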;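 note: plate controls were DMSO wells with enzyme for no effect and wells lacking enzyme for full effect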
Target sequence (Q9GZU7 76-261 limits assumed): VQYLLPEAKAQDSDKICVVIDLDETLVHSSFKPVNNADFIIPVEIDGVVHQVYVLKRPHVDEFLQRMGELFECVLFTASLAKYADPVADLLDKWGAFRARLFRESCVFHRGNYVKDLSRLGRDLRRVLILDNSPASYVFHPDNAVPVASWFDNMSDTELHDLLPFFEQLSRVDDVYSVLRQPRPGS
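Test system: SCP-1 phosphatase catalytic domain, residues 76-261 | Compound dosing: One concentration, 20 µM, with 1.0% DMSO | Schedule: 45 min room-temperature reaction, 5 min colour, 30 min stabiliser | Detection: Absorbance at 630 nm | Read-out basis: % inhibition of SCP-1 phosphate liberation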
DNMT1 block – blocks human DNA methyltransferase DNMT1; DNMT1 molecular beacon, Hinp1I cleavage, fluorescence; 0.83% of 360,000 active; inhibition (reported as % activation of signal), % at 10 µM; P26358; in the data active = inhibition above about 50%
Numbers without * were called inactive; i = inactive; . = no result given; + = active, no number.

SMILES	SUMO1 PPI mod	STEP inh	Neddyl block	LMPTP inh	SKN-1 inh	NRP1-CendR mod	Tb MetRS inh	NadD inh	Scp1 inh	DNMT1 block
c1cncc(-c2cnc3ccccc3c2)c1	-4.6	0.2	i	0.6	-1.7	-1.8	-0.1	-2.3	-5.0	1.4
CCN1CCN(C(c2cccnc2)c2cc(Cl)c3cccnc3c2O)CC1 (stereo unspecified)	-7.0	2.9	i	-3.3	11.0	-0.2	-0.6	0.1	-9.7	-3.2
CC(C)(C)C(=O)N1CCN(c2ccc(Cl)cc2[N+](=O)[O-])CC1	-18.9	0.9	i	-0.9	12.2	5.4	5.2	-6.8	-0.8	7.0
CCn1c(C)c(C(C)=O)c(N2CCC(C(N)=O)CC2)nc1=S	3.1	1.4	i	0.2	5.1	1.7	-0.6	2.0	0.3	3.2
Cc1occc1C(=O)N/N=C/C=C/c1ccccc1	-14.3	-2.2	i	-0.3	13.2	10.7	-0.4	3.1	-2.2	-1.5
Cc1csc(-c2cnn(-c3ccccc3)c2NC(=O)c2ccccc2)n1	2.2	-2.1	i	-0.8	14.4	-3.9	-0.2	-0.5	-5.5	-0.8
CC(Sc1nnc(NC2CCCCC2)s1)C(=O)Nc1ccc2c(c1)C(=O)c1ccccc1C2=O (stereo unspecified)	-8.2	-0.4	i	2.5	10.3	-0.1	0.3	37.6*	7.5	-10.7
Cc1nc2c(Cl)cccc2[nH]1	-1.6	-5.5	i	-1.6	-5.6	-1.3	-0.2	1.2	-7.6	2.1
CC(=O)Nc1ccc(C(=O)COC(=O)C2CC2C)c(F)c1 (stereo unspecified)	1.0	-0.4	i	-1.1	10.4	-11.6	-0.5	-3.1	-5.8	1.1
COc1ccc(C(=O)NC2CC3CCCC(C2)N3CC(C)C)cc1OC (stereo unspecified)	1.1	-0.1	i	-2.1	16.5	12.0	-0.4	-1.0	-11.3	3.9
O=C(Cn1cnc2c(cnn2-c2ccccc2)c1=O)Nc1ccc(S(=O)(=O)N2CCOCC2)cc1	1.4	-0.6	i	-1.8	0.1	-4.0	0.2	3.8	-5.2	-2.5
CC[C@]12c3[nH]c4cc(CCC(=O)N(C)C)ccc4c3CCN1C(=O)[C@@H](CC(=O)NCCc1ccccn1)C[C@@H]2C(=O)N1CCN(C(=O)c2ccco2)CC1	-8.7	-1.9	i	-8.3	-3.6	-4.1	-0.7	15.3	-6.6	8.8
CCOC(=O)c1c(N)sc(C(=O)N2CCOCC2)c1C	-0.9	3.1	i	-0.7	8.4	-6.7	-0.6	-1.7	-4.4	3.6
CC(=O)c1c(C)[nH]c(C(=O)Nc2nc(-c3ccccc3)c(C)s2)c1C	-7.5	-0.5	i	3.4	6.6	-8.1	-0.2	10.5	-7.8	-4.2
N#Cc1ccc(N2CCN(C(=O)c3cccs3)CC2)c(F)c1	6.4	-2.0	i	-0.2	3.8	14.3	1.5	-4.9	-10.2	-5.3
Nc1cc(S(=O)(=O)N2CCCCC2)ccc1Oc1ccc(Cl)cc1	-2.2	-0.7	i	3.0	-3.8	6.0	-0.4	-4.4	-0.8	-2.8
Cc1ccc(NC(=S)N2CCN(C(=O)c3ccccc3)CC2)c(C)c1	-1.1	-0.3	i	2.1	0.8	3.9	-0.5	-1.1	-7.0	-2.9
Cc1cccc(CCNC(=O)C2CCN(S(=O)(=O)N3CCOCC3)CC2)c1	1.5	-4.9	i	-1.6	5.1	12.6	-0.3	3.6	-4.5	0.5
CCN(CC)c1ccc(NC(=O)CN2CCN(CC(=O)Nc3ccc(F)cc3)CC2)cc1	1.0	0.8	i	-0.8	6.3	6.6	-0.9	-9.8	-4.6	-6.2
CCOC(=O)C(NC(=O)CC)(Nc1ccc(S(=O)(=O)Nc2ncccn2)cc1)C(F)(F)F (stereo unspecified)	-3.5	-0.1	i	-1.4	9.8	7.6	-0.6	-6.0	1.4	-1.1
Cc1ccc(S(=O)(=O)NN)c(C)c1N1CCCC1=O	-0.3	0.4	i	-0.3	-14.0	-0.8	0.2	-6.7	2.5	0.1
O=C(CSCc1ccccc1)N=Nc1c(O)[nH]c2ccccc12	-18.0	2.5	i	0.2	-8.1	-3.8	-0.5	2.7	7.1	6.0
O=C(NCc1ccccc1)c1ccc2c(=O)n(CC3CCCO3)c(=S)[nH]c2c1 (stereo unspecified)	3.1	1.5	i	-0.8	-9.2	-1.8	-0.1	1.2	-12.1	-2.2
CC1Cc2ccccc2N1C(=O)c1ccc2nccnc2c1 (stereo unspecified)	-11.3	-3.1	i	0.2	9.0	-2.7	-0.2	-4.4	-9.2	0.6
O=[N+]([O-])c1cccc(S(=O)(=O)Nc2ccc(Cc3ccncc3)cc2)c1	-27.4	-0.3	i	0.8	6.1	-4.2	-0.1	0.4	0.9	3.0
Cn1nnnc1SCc1ccc(C(=O)Nc2ccc(Br)cc2)cc1	1.7	1.0	i	0.0	2.1	14.6	0.3	1.7	12.9	-3.0
CC(C)c1ccc(OCC(=O)NC(Cc2c[nH]c3ccccc23)C(=O)O)cc1 (stereo unspecified)	-1.0	0.0	i	-0.9	-2.0	10.1	1.3	1.7	0.9	-4.7
O=C(NC(=S)Nc1ccc(Cl)cc1Cl)C1CC1	1.5	2.3	i	0.3	9.3	1.9	0.2	-5.2	-6.9	0.3
COC(=O)C(CCSC)NC(=O)/C=C/c1ccc(OC)cc1 (stereo unspecified)	-3.0	-0.5	i	0.4	4.8	-8.7	0.1	-1.1	-7.0	2.7
CC1(C(=O)NS(=O)(=O)c2cccc(F)c2)CCN1C(=O)C1(c2ccc(Cl)cc2)CCC1 (stereo unspecified)	4.0	0.9	i	-1.2	2.2	-11.7	-0.1	-5.1	.	1.9
COc1ccc(C(=O)NC(=S)Nc2ccccc2N2CCCCC2)cc1[N+](=O)[O-]	-4.8	-4.8	i	4.2	-0.8	-6.3	-0.1	8.0	-8.7	-8.7
COc1ccc(C(=O)N(C)Cc2ccc(OC)c(OC)c2OC)cc1S(=O)(=O)N1CCOCC1	-2.3	-1.8	i	-0.9	-22.0	-3.4	-0.1	-1.7	-2.8	0.1
C=CCn1c2ccccc2c2nnc(SCCN3CCOCC3)nc21	-15.6	1.1	i	0.1	10.8	4.3	1.5	4.4	-5.1	-2.1
COc1ccc(C(=O)N(C)C2CCCCC2)cc1OC1CCN(C(C)C)CC1	-2.4	0.5	i	-1.8	16.1	6.9	-0.5	-3.5	-2.4	-1.0
CC(=O)c1ccc(NC(=O)c2noc3c2CCCCC3)cc1	-6.7	-2.6	i	-0.7	-17.1	-4.3	0.1	-7.6	2.2	-1.8
CCCn1c(SCC(=O)NC2CCCCC2)nnc1-c1ccco1	7.6	1.9	i	-0.4	9.4	-11.9	0.1	-6.2	0.1	1.4
CCOC(=O)C1CN(C(C)(C)C)C(=O)C1=O (stereo unspecified)	1.6	-1.1	i	-1.7	0.1	12.5	-0.9	3.3	5.5	7.2
CCN(c1ccccc1)S(=O)(=O)c1ccc(Cl)c(NC(=O)CNC(C)c2ccccc2)c1 (stereo unspecified)	2.9	1.7	i	2.7	-4.3	-6.8	-0.5	0.4	-0.2	-4.8
C=CCc1c(C)c(C#N)c2nc3ccccc3n2c1NCCN(C)C	-16.4	-4.7	+	-1.1	4.5	16.7	1.0	-8.0	-4.9	1.1
Cc1ccc(C(=O)OCC(=O)c2ccc(Br)cc2)cc1S(=O)(=O)N1CCOCC1	-1.6	4.8	i	3.8	-10.8	-0.7	0.1	-5.3	-14.2	3.5
Cc1cccc(C)c1NC(=O)/C(C#N)=C/c1cccs1	-16.1	0.2	i	-1.6	-8.1	-31.8	-1.0	1.6	2.6	1.6
Cn1cc(CN(Cc2ccccn2)C[C@@H]2CCC(=O)N2)c(-c2ccccc2F)n1	0.6	-0.3	i	-2.0	20.5	6.6	-0.6	1.5	-4.0	2.3
Cc1ccc(S(=O)(=O)Oc2ccc(/C=N/N=C3/NC(=O)C(CC(=O)O)S3)cc2)cc1[N+](=O)[O-] (stereo unspecified)	-13.3	3.7	i	-0.4	-9.3	-15.9	0.7	5.5	3.8	0.4
COc1cccc(CC(=O)OCC(=O)NC(C)c2ccc(F)cc2)c1 (stereo unspecified)	-2.9	-1.3	i	-0.6	-9.5	4.6	-0.2	5.5	-2.7	1.1
Nc1nc(SCC(=O)N2N=C(c3ccc(Cl)cc3)CC2c2ccco2)n[nH]1 (stereo unspecified)	-5.8	-1.1	i	0.7	-13.7	14.1	2.7	2.7	-7.4	-3.4
Cc1cn[nH]c1	4.2	-5.3	i	-0.8	22.0	-9.0	-0.1	-1.3	-9.0	0.3
COc1ccc(CCNC(=O)C(=O)NCCCN2CCOCC2)cc1	3.8	-1.6	i	0.5	-2.2	-3.0	0.1	0.1	-0.7	-1.6
CC(C)(C)C(=O)Nc1ccccc1C(=O)N1CCCC1	2.9	1.7	i	-0.4	8.7	11.1	0.1	4.9	-2.3	-1.3
Cc1ccc(NC(=O)CCNC(=O)Cn2cnc3ccccc3c2=O)cc1F	1.5	2.2	i	-1.4	8.4	-5.4	-0.3	-2.1	-10.1	0.2
